Yfh1-depleted yeast: mitochondrial function rescue without frataxin homolog – Friedreich's ataxia, plus single-dose screen, dose response (AID 1465); 220,000 tested, 0.074% active; S. cerevisiae Yfh1-off respiration, WST-1 reduction, 72 h; higher fold induction means a stronger effect; fold induction at 50 µM, or EC50 in µM where a hit was titrated;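 active = fold induction of absorbance versus untreated yeast above a set limit, then at least 30% activation at any dose in follow-up; inconclusive = repeats straddling the limit, or above it without dose testing; inactive = fold induction below the set limit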;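 note: activators that raise dye reduction in frataxin-depleted yeast; strong numbers were not always called active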
Dynein cargo inh: dynein cargo transport inhibition | 3617.4 mouse cells, GR-EGFP nuclear translocation imaging; test concentration mostly 20 µM; stimulated with dexamethasone, 1 µM; stronger effect = lower value | 220,000 tested, 0.47% active | z-score, hits read low;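 active = plate z-score of nuclear minus cytoplasmic receptor signal below a set negative limit, without overly bright fluorescence or cell loss, cut at about -3.5 in these data, passing the limit was not always enough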;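 note: z-score of nuclear minus cytoplasmic ring GR-EGFP intensity difference per well; some compounds called inactive have numbers as strong as hits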
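Buffer or medium: Induction medium lacking tetracycline, stripped serum | Also added: Dexamethasone agonist, 1.0 µM final, for 30 min | Timing: 48 h induction, 1 h compound, 30 min dex at 37 °C | Detection: Formaldehyde fixation, Hoechst nuclear stain, 10x automated fluorescence imaging | Measure: Nuclear versus cytoplasmic GR-EGFP signal, averaged per well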
P. falciparum M17LAP: P. falciparum M17LAP inhibitors, primary screen, biochemical, fluorogenic H-Leu-NHMec substrate, 1536-well (AID 1619); inhibition, % at 30 µM, or IC50 in µM where a hit was titrated; recombinant M17LAP, H-Leu-NHMec fluorogenic kinetic assay; higher % means a stronger effect; 220,000 tested, 0.38% active;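 active = compound inhibiting the enzyme by more than half at any dose during confirmatory dose-response retesting; inconclusive = strong single-dose inhibitors picked by rank but not retested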;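 note: plate controls were full reaction with DMSO carrier for no effect and no enzyme background for full effect; strong numbers were not always called active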
Ins promoter up: MIN6 insulin promoter up-regulation; MIN6 insulin promoter-GFP reporter, high-content imaging; stronger effect = higher value; z-score at 5 µM; 190,000 tested, 0.3% active;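 active = z-score above 3 at 5 µM with at least 500 cells counted in the well; inconclusive = wells under 500 cells, flagged as cytotoxic or low count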
Hep lipid drop: modulators of hepatic lipid droplet formation | AID 1656 | inhibition, % at 6.5 µM | 240,000 tested, 0.4% active | AML12 mouse hepatocytes, oleate lipid droplets, BODIPY imaging;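 active = lipid droplet intensity inhibited by at least 50%, with more than 500 cells counted; inconclusive = wells with under 300 cells, treated as cytotoxic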
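Assay system: AML12 mouse liver cells | Compound: 6.5 µM single-point dosing | Schedule: Overnight exposure | Technique: Fluorescence imaging, 20x objective, two fields per well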
MT stabilize HCS: microtubule stabilizers in HeLa cells. HeLa tubulin immunostaining HCS, 24 h; share of cells brighter than vehicle mean+2SD. % tubulin-high responders, % at 10 µM. 200,000 tested, 0.83% active;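 active = plate Z-score above 3 for both tubulin-high and condensed-nucleus cell shares, with cell loss under 80%, at 10 µM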;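 note: anti alpha tubulin signal scored within the nucleus-defined area of each cell; some results filed as inactive read as strong as hits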
ER stress rescue: protection against thapsigargin-triggered cell killing – 384-well, CSM14.1, ATP luminescence, primary screen (AID 1222) | one-dose cellular ATP content (survival), % at 20 µM; EC50 in µM for titrated hits | 190,000 tested, under 10 active | CSM14.1 thapsigargin-induced death rescue, ATP luminescence; higher % means a stronger effect;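 active = EC50 below 50 µM in the dose-response confirmation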;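 note: death triggered by thapsigargin at about 15 µM added after 2 h compound pretreatment; cell ATP read after overnight thapsigargin exposure of roughly 18 to 22 hours; normalized against plate controls of thapsigargin alone and 5% DMSO vehicle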
Autophagy mod: modulators of autophagy; calls only at 10 µM (by protocol); MEF GFP-LC3 puncta imaging; test concentration mostly 10 µM; 190,000 tested, 0.98% active;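 active = percentage of spot-positive cells more than 3 SD above its plate mean, without a fluorescence outlier flag or 80% toxicity; inconclusive = no clear call, values can overlap the other calls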;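 note: spot-positive cell cutoff set from DMSO-treated cells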
M1AAP inhibition: P. falciparum M1AAP inhibitors, biochemical, fluorogenic H-Leu-NHMec substrate, 1536-well (AID 1445) | recombinant M1AAP, H-Leu-NHMec fluorogenic kinetic assay; higher % means a stronger effect | 220,000 tested, 0.42% active | inhibition, % at 30 µM, or IC50 in µM where a hit was titrated;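 active = primary inhibition above the hit cutoff, then over 50% inhibition at one or more dose response concentrations, cut at about 23% in these data, passing the limit was not always enough; inconclusive = conflicting primary data, or primary hits not chosen for dose response; inactive = low primary inhibition, or under 50% at every dose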;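 note: plate controls were DMSO full reaction for no effect and no enzyme background for full effect; strong numbers were not always called active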
Dynein cargo inh cytoplasmic EGFP: also measured in Dynein cargo inh; calls as there; z-score; measured here: cytoplasmic GR-EGFP intensity; stronger effect = higher value
Dynein cargo inh nuclear GR-EGFP: second read-out of Dynein cargo inh, no call of its own (marks repeat the call); z-score; measured here: nuclear GR-EGFP intensity;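 lower value marks the stronger effect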
Dynein cargo inh cell count: recorded beside Dynein cargo inh, whose call it bears; z-score; measured here: cell count per field
Ins promoter up cell count: recorded beside Ins promoter up, whose call it bears; cell count; measured here: cytotoxicity, nuclei count;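 total cells summed across four imaged fields per well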
Hep lipid drop cells 6.5 µM: second read-out of Hep lipid drop, no call of its own (marks repeat the call); cell count; measured here: cell count, cytotoxicity flag;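 cells counted across two imaged fields per well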
MT stabilize HCS Hoechst-high %: also measured in MT stabilize HCS; calls as there; % Hoechst-high responders; measured here: nuclear condensation Hoechst responders;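 share of cells brighter than vehicle mean plus two SD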
MT stabilize HCS cytotoxicity %: recorded beside MT stabilize HCS, whose call it bears; toxicity, %; measured here: cytotoxicity by cell density;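 0% = mean cell density of plate MIN control wells and 100% = no cells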
Autophagy mod cell loss 18 h: second read-out of Autophagy mod, no call of its own (marks repeat the call); toxicity, %; measured here: cell loss, nuclei count;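 cell loss after 18 h compound exposure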
Active calls of the source: *; i = inactive; ? = inconclusive; . = not tested or not shown.

Sequence of screens: Yfh1-depleted yeast | Dynein cargo inh | Dynein cargo inh cytoplasmic EGFP | Dynein cargo inh nuclear GR-EGFP | Dynein cargo inh cell count | P. falciparum M17LAP | Ins promoter up | Ins promoter up cell count | Hep lipid drop | Hep lipid drop cells 6.5 µM | MT stabilize HCS | MT stabilize HCS Hoechst-high % | MT stabilize HCS cytotoxicity % | ER stress rescue | Autophagy mod | Autophagy mod cell loss 18 h | M1AAP inhibition
#1 Cc1ccc(C(=O)N/N=C\c2ccc([N+](=O)[O-])s2)cn1
    i | -1.2 | -0.29 | -0.89 | 0.52 | 6% | -0.4 | 1065 | -38 | 586 | 1.8 | 2.2 | 2.4 | 1.4% | i | -2 | 9%
#2 COc1cccc(C(=O)N/N=C/c2ccc(OC3CSC3)cc2)c1
    i | -0.22 | 0.11 | 0.27 | 0.14 | 1% | -0.32 | 821 | 40 | 786 | 1.7 | 1.2 | 4.5 | 0.5% | i | -8 | 9%
#3 O=C(c1ccc(F)cc1Cl)N(c1ccccn1)C1CCCCC1
    i | 1.7 | -0.25 | 1.2 | -1 | -11% | -0.55 | 1286 | -17 | 636 | 2.3 | 3.7 | 6.4 | 0.6% | i | -7 | -2%
#4 COC(=O)C1CCN(C(=O)COC(=O)c2n[nH]c3ccccc23)CC1
    i | 3.4 | -0.053 | 2.5 | -1.8 | 7% | . | . | . | . | 3.9 | 2.2 | 6.2 | . | i | 3 | -4%
#5 Cc1ccc(C(=O)Nc2ccc3nccnc3c2)cc1
    i | 2.6 | -0.18 | 0.6 | -1.4 | -24% | . | . | . | . | 0.9 | 2.6 | 10 | -7.0% | i | 16 | 7%
#6 CC1Cc2ccccc2N1C(=O)CSc1nnc(-c2ccc(S(=O)(=O)N3CCCC3)cc2)o1 (centres undefined)
    i | -0.079 | -0.14 | 0.16 | 0.16 | -3% | -1.4 | 1175 | . | . | 4.3 | 2.7 | 4.4 | 0.1% | i | -4 | 0%
#7 COC(=O)/C(=C\C(=O)c1ccccc1)Nc1ccc(OC)cc1
    i | -0.43 | -0.27 | -0.13 | 0.78 | -8% | -0.21 | 1404 | 1 | 705 | . | . | . | . | . | . | 10%
#8 Cc1ccc(C(=O)C2=C(O)C(=O)N(Cc3ccccc3)C2c2cccnc2)o1 (centres undefined)
    i | 0.19 | -0.2 | 0.36 | 0.87 | 17% | . | . | -7 | 618 | 1.5 | 2.1 | 14 | 0.8% | i | 2 | 15%
#9 Cc1nn(Cc2cccc(F)c2)c(C)c1NC(=O)c1c(Cl)cnn1C
    i | -0.76 | -0.05 | -0.64 | 0.54 | 2% | ? | . | . | . | 4.2 | 2.9 | 5.0 | 1.6% | i | 0 | -1%
#10 CCOC(=O)c1ccn(-c2nc(-c3ccco3)cc(C(F)(F)F)n2)n1
    i | -0.19 | -0.15 | 0.14 | 0.057 | 7% | -0.78 | 1882 | 8 | 704 | 2.4 | 1.9 | 4.1 | -1.2% | i | -11 | 12%
#11 COC(C(=O)Nc1ccc(Br)cc1F)c1ccccc1 (centres undefined)
    i | 0.27 | -0.055 | 0.18 | -0.16 | 5% | -0.3 | 1507 | -20 | 558 | 1.6 | 0.9 | 5.6 | -1.4% | i | -47 | 15%
#12 CN(C)c1ccc(Nc2nc(-c3cccnc3)cs2)cc1
    i | -1.1 | -0.18 | -0.42 | 1.4 | 9% | 0.39 | 1053 | . | . | 2.4 | 3.7 | 6.1 | 0.0% | i | 0 | 13%
#13 Cc1cc(C)c2c(N)c3ccccc3nc2n1
    i | -0.85 | -0.2 | -0.56 | 0.039 | -142% | -1 | 1442 | . | . | 1.9 | 1.1 | 9.3 | -1.9% | i | 32 | 13%
#14 Cc1ccc(S(=O)(=O)N2CCCOC2CNC(=O)C(=O)NCc2cccs2)cc1 (centres undefined)
    i | 0.19 | -0.16 | 0.38 | -1 | 6% | -0.16 | 1340 | -28 | 670 | 5.0 | 2.4 | 5.3 | -1.7% | i | -10 | 6%
#15 CCOc1ccc(NC(=O)CSc2nnc(C3CC3)n2C)cc1
    i | 1.1 | -0.35 | -0.2 | 0.53 | 33% | 0.28 | 1483 | -4 | 614 | 3.2 | 0.6 | 1.3 | -0.1% | i | -5 | 0%
#16 Cc1nnc(N2CCOCC2)c2ccccc12
    i | -0.91 | 0.72 | -0.03 | -0.0023 | -1% | 0.25 | 1166 | . | . | 4.1 | 2.3 | 5.0 | -0.9% | i | -5 | 8%
#17 Cc1ccc2nc(/C(C#N)=C\c3cc(O)ccc3[N+](=O)[O-])[nH]c2c1
    i | -0.86 | -0.22 | -0.38 | 0.89 | 9% | -0.26 | 1569 | -3 | 674 | 1.0 | 1.2 | 7.0 | -0.4% | i | 20 | 15%
#18 O=C(Nc1ccc(Br)cc1)Nc1ccccc1F
    i | 0.023 | -0.22 | 0.24 | -0.51 | 0% | -1.7 | 1168 | -7 | 708 | 1.6 | 1.8 | 7.9 | -0.8% | i | 20 | 4%
#19 Cn1c(=O)c2c(nc(NCc3ccco3)n2Cc2ccccc2Cl)n(C)c1=O
    i | 0.29 | 0.083 | 0.41 | -0.77 | 13% | 1.9 | 1316 | 0 | 741 | 1.7 | 2.2 | 7.7 | -0.6% | i | 2 | -4%
#20 O=C(CCCc1nc(-c2ccc(Cl)cc2)no1)Nc1cccnc1
    i | -0.2 | -0.18 | -0.14 | -0.07 | 9% | . | . | -5 | 694 | 2.1 | 1.2 | 2.7 | . | i | 17 | 0%
#21 CCn1nc(C(=O)OCC(=O)NCCN2C(=O)CSC2=O)c2ccccc2c1=O
    i | 0.99 | -0.21 | 0.68 | -0.82 | -3% | 0.12 | 1267 | . | . | 5.3 | 3.3 | 5.4 | 0.9% | i | 13 | -3%
#22 O=C(CCCn1c(=O)[nH]c2cc(Cl)ccc2c1=O)NC1CCCCCC1
    i | -0.023 | -0.3 | -0.18 | 0.54 | 7% | 0.21 | 900 | -1 | 748 | 1.1 | 1.1 | 17 | -1.0% | i | -1 | 3%
#23 COC(=O)c1ccccc1NC(=O)c1ccc(Cn2cc(Cl)cn2)o1
    i | -0.65 | -0.16 | -0.083 | 0.33 | 1% | -0.69 | 1337 | . | . | 2.0 | 1.4 | 6.6 | -0.5% | i | 0 | -3%
#24 COc1ccc(C(=O)Cc2nnc(C)s2)c(OC)c1
    i | 0.72 | 0.5 | 0.53 | -1.5 | 22% | -0.12 | 1287 | -6 | 774 | 3.2 | 2.2 | 1.3 | -0.8% | i | 9 | 1%
#25 COc1ccccc1-c1cn[nH]c(=S)n1
    i | 0.57 | -0.055 | 0.5 | 0.14 | 16% | 0.39 | 1873 | 0 | 658 | 1.9 | 1.8 | 6.4 | -1.3% | i | 3 | 8%
#26 Cc1ccc(NC(=O)NC(=O)CSc2nnc(-c3ccc(Cl)cc3Cl)n2N)c(C)c1
    i | -0.37 | -0.26 | -0.33 | 0.14 | -13% | 1.8 | 1411 | -6 | 646 | 4.3 | 3.0 | 12 | -2.9% | i | -3 | 2%
#27 O=C(CNc1cccc([N+](=O)[O-])c1)N/N=C/c1ccc([N+](=O)[O-])o1
    i | -0.28 | -0.27 | -0.16 | -0.18 | -7% | -1.8 | 1043 | -9 | 638 | 3.4 | 2.8 | 14 | 0.4% | i | 16 | 3%
#28 Cc1ccc(NC(=O)CSCc2ccc(F)cc2)cc1
    i | -0.12 | -0.34 | -0.42 | 0.71 | 1% | 0.11 | 1149 | 4 | 681 | 1.5 | 3.4 | 8.7 | -0.7% | i | 7 | 10%
#29 Cn1nc(C(F)(F)F)c2cc(C(=O)Nc3ccc(C(F)(F)F)cc3)sc21
    i | -0.2 | -0.24 | 0.37 | 0.32 | 1% | . | . | 2 | 734 | . | . | . | . | . | . | 8%
#30 O=C(c1ccccc1)C1CCN(C(=O)c2cccs2)CC1
    i | 0.45 | -0.25 | 0.21 | -0.042 | 6% | -0.26 | 1363 | -4 | 681 | . | . | . | . | . | . | 11%
#31 CC(C)(C)n1ncc2c(=O)n(Cc3ccc(Cl)cc3Cl)cnc21
    i | -0.027 | -0.33 | -0.15 | 0.054 | -6% | -0.21 | 1601 | . | . | 2.6 | 2.8 | 11 | 2.6% | i | 2 | -4%
#32 Cc1ccc(C(=O)Nc2c(C(=O)N3CCOCC3)cnn2-c2ccccc2)cc1
    i | 0.65 | -0.18 | 0.75 | 0.58 | -3% | -0.7 | 941 | 0 | 758 | 4.1 | 1.5 | 9.2 | 0.5% | i | 2 | -5%
#33 COc1ccc(C)cc1NC(=O)c1ccc(OC(F)F)cc1
    i | -0.47 | -0.29 | -0.53 | 0.81 | 17% | 0.04 | 1281 | 1 | 705 | 2.5 | 1.9 | 5.7 | -0.7% | i | 2 | 2%
#34 O=C1C(=O)N(c2ccc(O)cc2)C(c2ccccc2[N+](=O)[O-])/C1=C(\O)c1ccccc1 (centres undefined)
    i | -0.11 | -0.14 | 0.33 | 0.6 | -1% | 0.25 | 1138 | 8 | 705 | . | . | . | . | . | . | 9%
#35 C=CCn1c(=O)n(CCOC)c(=O)c2sc3ccccc3c21
    i | -1.2 | -0.19 | -0.51 | 0.42 | -40% | 0.69 | 1994 | -8 | 523 | 4.0 | 2.3 | 8.7 | . | . | . | 9%

Source: PubChem (several laboratories)

Outcome played no part in choosing rows, and some 3.5% of all compounds hit somewhere here.
